High-throughput results (PubChem BioAssay)
SNCA viab count: GF-AFC viability counterscreen for inhibitors of alpha-synuclein gene (SNCA) expression; actives 0.12% (n = 150,000); Potency, µM (top dose mostly 57.1 µM), for inactives: at the highest dose activity change, negative = cytotoxicity, actives largely listed as cytotoxic; HEK-293-SNCA-luc viability, GF-AFC fluorescence, 24 h;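 also: potency is read from the fitted curve at half-maximal effect; 0% = DMSO-treated cells and -100% = medium-only wells without cells; nearly all actives have a fitted effect of over 30% in size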
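HEK-293-SNCA-luc cells (1500/well) plated 24 h, then exposed 24 h to a dilution series; GF-AFC added 30 min at 37C, fluorescence 405/540 nm; normalised to medium-only and DMSO wells, Hill fit.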
Luciferase inh: Firefly luciferase inhibition profiling of diverse chemical library using quantitative high-throughput screening; purified P. pyralis luciferase, luminescence, biochemical; Potency, µM (highest dose often 115 µM), for the others: top-dose activity change, negative = inhibition, hits mostly inhibitors; actives 2.5% (n = 76,000); also: potency is read from the fitted curve at half-maximal effect; nearly all actives have a fitted effect of over 65% in size
Target sequence (P08659 whole entry, looked up): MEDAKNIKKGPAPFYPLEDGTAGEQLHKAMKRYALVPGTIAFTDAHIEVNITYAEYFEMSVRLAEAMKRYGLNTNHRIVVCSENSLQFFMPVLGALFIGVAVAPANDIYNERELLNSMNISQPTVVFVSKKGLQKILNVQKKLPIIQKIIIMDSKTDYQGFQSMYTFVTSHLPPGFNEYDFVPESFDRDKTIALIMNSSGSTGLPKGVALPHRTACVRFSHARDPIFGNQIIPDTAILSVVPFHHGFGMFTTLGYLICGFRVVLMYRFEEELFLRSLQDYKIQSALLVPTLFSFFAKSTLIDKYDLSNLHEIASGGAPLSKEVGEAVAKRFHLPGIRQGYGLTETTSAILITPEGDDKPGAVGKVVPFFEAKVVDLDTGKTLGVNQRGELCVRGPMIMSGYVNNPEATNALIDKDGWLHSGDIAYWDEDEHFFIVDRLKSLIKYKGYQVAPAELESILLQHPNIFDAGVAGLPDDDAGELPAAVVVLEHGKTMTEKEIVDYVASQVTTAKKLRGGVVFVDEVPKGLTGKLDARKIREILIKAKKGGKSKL
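Cell-free enzyme assay, 10nM P. pyralis luciferase, luciferin and ATP each at 10uM. Inhibition profiled over a 6-point titration, read as luminescence.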
NIH3T3 tox: Cytotoxic Profiling in NIH 3T3 Cell Line of Diverse Libraries Using Quantitative High-Throughput Screening; NIH 3T3 viability, CellTiter-Glo ATP luminescence, 48-72 h; Potency, µM (series often up to 96.7 µM), for inactives: at the top dose activity change, negative = cytotoxicity, actives largely listed as inhibitors; actives 4.3% (n = 94,000); also: potency is read from the fitted curve at half-maximal effect; nearly all actives have a fitted effect of over 55% in size
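Luminescent ATP readout (CellTiter-Glo, 10 min RT) after 48 or 72 hr compound exposure of NIH 3T3 cells seeded at 400 cells/well in 1536-well format; quantitative HTS.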
IP6K1 inh: Primary qHTS assay for small molecule inhibitors of Inositol hexaphosphate kinase 1 (IP6K1). AID 1645851, 2021. activity change, % (series mostly up to about 58 µM). Inositol hexakisphosphate kinase 1 (Homo sapiens), Q92551. IP6K1 kinase, ADP-Glo luminescence, 2 h; active compounds read low. actives 0.81% (n = 140,000); in the data active = activity change below about -25%
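ADP-Glo luminescence measures ADP made by human IP6K1 during a 2 h RT reaction with ATP/IP6 (mix at 1.3 mM/130 uM); top library doses 57.5 and 19.1 uM final.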
HEK293 tox: Cytotoxic Profiling in HEK 293 Cell Line of Diverse Libraries Using Quantitative High-Throughput Screening | HEK 293 viability, ATP luminescence (CellTiter-Glo), 48-72 h | Potency, µM (series often up to 115 µM), for the others: at the top dose activity change, negative = cytotoxicity, actives largely listed as inhibitors | actives 6.6% (n = 94,000) | AID 1345083, 2018; also: potency is read from the fitted curve at half-maximal effect; nearly all actives have a fitted effect of over 60% in size
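HEK 293 seeded at 250 cells/well receive compound via pintool. After 48 or 72 hr at 37 degree Celsius, 5% CO2 and 95% humidity, CellTiter-Glo is dispensed and luminescence read following 10 min at room temperature.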
GPT2 inh: Primary qHTS assay for inhibitors of Glutamate pyruvate transaminase 2 (GPT2). Alanine aminotransferase 2 (Homo sapiens), Q8TD30. Potency, µM (top dose mostly 57.7 µM), inactives show top-dose activity change, negative = inhibition, most hits filed as inhibitors. Recombinant GPT2, coupled pyruvate oxidase/HRP Amplex Red fluorescence. AID 1671188, 2021. actives 0.25% (n = 100,000); also: potency is read from the fitted curve at half-maximal effect; nearly all actives have a fitted effect of over 60% in size; many of its hits are not listed in these tables
Target sequence (Q8TD30 whole entry, looked up): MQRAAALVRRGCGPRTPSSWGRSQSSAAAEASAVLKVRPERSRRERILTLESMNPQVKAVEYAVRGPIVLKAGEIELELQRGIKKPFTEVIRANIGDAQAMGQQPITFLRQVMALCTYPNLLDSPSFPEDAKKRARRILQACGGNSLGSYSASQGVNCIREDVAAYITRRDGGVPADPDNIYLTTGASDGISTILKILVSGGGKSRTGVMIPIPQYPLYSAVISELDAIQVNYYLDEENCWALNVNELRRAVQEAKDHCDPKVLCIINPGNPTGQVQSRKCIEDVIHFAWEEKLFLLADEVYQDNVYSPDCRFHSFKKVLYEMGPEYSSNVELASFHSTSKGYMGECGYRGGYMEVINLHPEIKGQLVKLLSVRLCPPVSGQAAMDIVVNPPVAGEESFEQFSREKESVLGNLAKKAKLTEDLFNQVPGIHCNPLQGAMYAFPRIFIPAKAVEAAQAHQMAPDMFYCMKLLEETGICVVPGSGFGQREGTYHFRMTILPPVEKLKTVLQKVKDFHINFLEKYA
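Fluorescence of coupled pyruvate oxidase/HRP/Amplex Red system (50uM Amplex, 30 min, dark) reports pyruvate formed by GPT2. Enzyme reaction: 10ng/uL GPT2, 2mM L-alanine, 250uM a-KG, 30 min room temperature, pH 7.5; 50uM AOA control.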
SNCA expr inhib: Primary qHTS assay for inhibitors of alpha-synuclein gene (SNCA) expression; actives 0.17% (n = 140,000); Potency, µM (highest dose often 57.2 µM), inactives show at the top dose activity change, negative = inhibition, actives largely listed as inhibitors; HEK-293 SNCA-luciferase knock-in, luminescence, 24 h;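 also: potency is read from the fitted curve at half-maximal effect; plate controls were DMSO cells for no effect and cell-free wells for full effect; nearly all actives have a fitted effect of over 45% in size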
An asterisk follows results filed as active; i = inactive; u = inconclusive; x = no result given; [ ] = dose if it differs, or a comment. Unless noted, calls follow the shape of the dose curve; as a rule, active = well fitted curve in the direction sought with a large enough effect; inconclusive = small, poorly fitted or top-dose-only effect, or another doubt; inactive = no such curve, though single readings can be large; an effect the other way counts as inactive or inconclusive. Unless noted, % is scaled to controls: 0 for no effect and ±100 for the full control effect.

SMILES | SNCA viab count | Luciferase inh | NIH3T3 tox | IP6K1 inh | HEK293 tox | GPT2 inh | SNCA expr inhib
CC(C)c1noc(-c2cn(C3CCCN(C(=O)c4ccco4)C3)nn2)n1 (stereo not drawn) | 6% | -3% | -10% | 5 | u | i | 44%[activator]
Cc1ccc(-c2ccc3nnc(CNC(=O)C4CCCCC4)n3n2)cc1 | 9% | 5% | -19% | 48 | -17% | -2% | -3%
CN(C)C(=O)c1ccc(-c2nnc3ccc(NC(=O)C4CCC4)cn23)cc1 | -14% | u | -28% | -3 | u | 2% | 1%
CC(=O)N[C@@H](Cc1c[nH]c2ccccc12)C(=O)N[C@@H](CCC(=O)O)C(=O)N[C@@H](Cc1cnc[nH]1)C(=O)N[C@@H](CC(=O)O)C(=O)Nc1ccc2c(C(F)(F)F)cc(=O)oc2c1 | 3% | x | x | -6 | x | i | x
COc1ccccc1C(=O)Nc1ccc([C@@H](O)[C@H]2COCC(=O)N2Cc2ccccc2F)cc1 | -5% | -3% | -26% | 6 | u | i | -2%
COc1ccc(C(=O)N2CCCC(c3nc(-c4cccnc4)no3)CCNC(=O)CC2)c(OC)n1 (stereo not drawn) | 7% | -4% | i | 13 | -1% | i | 27%
CC(C)S(=O)(=O)N1CCCN(C(=O)C2CC2)C(c2ccccc2)CC(=O)NCC1 (stereo not drawn) | -1% | 2% | 0% | 21 | -2% | i | -10%
CCCC1c2nccn2CCCN1C(=O)c1cccn1C (stereo not drawn) | 7% | -12% | -34% | -3 | -16% | i | 2%
C[S+](=O)([O-])N1CC2(CCN(Cc3ccc(Cl)cc3)C2)Cc2ccccc21 (stereo not drawn) | -22% | x | u | -6 | u | -7% | -46%
Cc1nc2ccn(Cc3cccnc3)c(=O)c2cc1C(=O)N1CCN(c2ccccc2F)CC1 | -2% | x | x | -4 | x | x | 16%
COC[C@@H]1OCCN(C(=O)NCc2ccc(C)cc2)[C@H]1c1ccccc1 | 9% | x | -15% | 0 | -5% | -5% | -14%
CC(C)NC(=O)N1CCN(C(=O)C2CCCCC2)[C@@H](C(=O)N[C@@H](CC2CCCCC2)C(N)=O)C1 | 2% | 1% | i | -1 | i | i | -7%
Cc1cccc(NC(=O)Cn2ccn3nc4c(c3c2=O)CCCC4)c1 | -11% | -1% | i | 18 | 4% | i | -15%
CC(CCc1ccccc1)NC(=O)Cn1c(=O)nc(-c2ccccc2)c2cc(Cl)ccc21 (stereo not drawn) | -8% | x | x | -6 | x | x | 42%[activator]
O=C(Cn1ncc2c3ccccc3n(Cc3ccc(F)cc3)c2c1=O)NCc1cccs1 | 5% | x | x | 5 | x | x | -30%
Cc1ccc(NC(=O)Cn2nc3c(cc2=O)CCCCC3)c(C)c1 | -5% | -8% | -14% | 12 | -24% | -3% | -18%
O=C(COc1ccccc1)N1CCN(C(=O)c2nnn3c2COC(c2ccc(Cl)cc2)C3)CC1 (stereo not drawn) | -14% | 3% | u | -6 | 25µM* | i | -5%
Cc1cc2c(cc1S(=O)(=O)Nc1ccc(OC(F)(F)F)cc1)OCC(=O)N2 | -17% | x | x | -4 | x | x | u
CCc1ccc(C2C(C(=O)Nc3ccccc3OC)=C(C)Nc3c(C(=O)Nc4ccc(C)cc4)cnn32)cc1 (stereo not drawn) | 16% | x | x | -5 | x | x | -12%
COc1c(C)cccc1C(=O)N1CCC2(CC1)Nc1ccccc1NC2=O | u | 0% | u | 5 | u | -13% | 1%
Cc1cccc(NC(=O)Cn2c(=O)n(-c3ccccc3)c(=O)c3c2cc(C)n3C)c1 | u | -5% | i | 30 | 0% | 1% | -10%
Cc1ccc(C(=O)N2CCc3sc(C(=O)NCc4ccc(N(C)C)cc4)cc3C2)cc1 | -5% | -11% | -10% | -2 | -5% | i | u
Cc1cc2c(cc1C)NC(CC(=O)Nc1cccc(Cl)c1)C(=O)N2 (stereo not drawn) | -5% | x | x | -12 | x | x | -13%
COc1ccc(Br)cc1Cn1nnc(C(=O)Nc2ccc(C)cc2C)c1N | 14% | x | x | -13 | x | x | u
COC(=O)CNC(=O)c1nc2cccnc2n(CCc2ccccc2)c1=O | -7% | x | -17% | 8 | -10% | i | -33%

Arranged by heavy-atom count (rising): part of the list above
SMILES | SNCA viab count | Luciferase inh | NIH3T3 tox | IP6K1 inh | HEK293 tox | GPT2 inh | SNCA expr inhib
C[S+](=O)([O-])N1CC2(CCN(Cc3ccc(Cl)cc3)C2)Cc2ccccc21 (stereo not drawn) | -22% | x | u | -6 | u | -7% | -46%
CC(CCc1ccccc1)NC(=O)Cn1c(=O)nc(-c2ccccc2)c2cc(Cl)ccc21 (stereo not drawn) | -8% | x | x | -6 | x | x | 42%[activator]
COc1ccccc1C(=O)Nc1ccc([C@@H](O)[C@H]2COCC(=O)N2Cc2ccccc2F)cc1 | -5% | -3% | -26% | 6 | u | i | -2%
CC(=O)N[C@@H](Cc1c[nH]c2ccccc12)C(=O)N[C@@H](CCC(=O)O)C(=O)N[C@@H](Cc1cnc[nH]1)C(=O)N[C@@H](CC(=O)O)C(=O)Nc1ccc2c(C(F)(F)F)cc(=O)oc2c1 | 3% | x | x | -6 | x | i | x

Record cards (already shown). Order of values: SNCA viab count	Luciferase inh	NIH3T3 tox	IP6K1 inh	HEK293 tox	GPT2 inh	SNCA expr inhib
Record of `COC(=O)CNC(=O)c1nc2cccnc2n(CCc2ccccc2)c1=O` = -7%	x	-17%	8	-10%	i	-33%
Record of `O=C(COc1ccccc1)N1CCN(C(=O)c2nnn3c2COC(c2ccc(Cl)cc2)C3)CC1` (stereo not drawn) = -14%	3%	u	-6	25µM*	i	-5%
Record of `Cc1ccc(C(=O)N2CCc3sc(C(=O)NCc4ccc(N(C)C)cc4)cc3C2)cc1` = -5%	-11%	-10%	-2	-5%	i	u
Record of `Cc1cc2c(cc1C)NC(CC(=O)Nc1cccc(Cl)c1)C(=O)N2` (stereo not drawn) = -5%	x	x	-12	x	x	-13%

(next part)
SMILES | SNCA viab count | Luciferase inh | NIH3T3 tox | IP6K1 inh | HEK293 tox | GPT2 inh | SNCA expr inhib
CC(C)CNC(=O)C(C)(C)Oc1nn(C(C)C)c2ccc(CN3CCOCC3)cc12 | -15%[87.6 µM] | -6%[172 µM] | u | 3 | u | i | 8%[87.6 µM]
COc1ccccc1NC(=O)CN1CCCN(S(=O)(=O)c2ccc(Br)cc2)CC1 | -25% | x | x | 9 | x | x | 31%[activator]
O=C(Cn1c(=O)ccc2cc(S(=O)(=O)N3CCCC3)ccc21)NCc1ccc(Cl)cc1 | 3% | x | x | -4 | x | x | 9%
CS(=O)(=O)c1ccc(CN2CCC[C@H]2c2nc(-c3ccc(-c4ccncc4)nc3)no2)cc1 | -3% | 5% | u | -3 | u | 0% | -12%
Cc1cccc(C)c1NC(=O)NCCc1c[nH]c2ccccc12 | 11% | x | x | -25 | x | x | -4%
COc1cccc(NC(=O)CSc2nc(-c3ccccc3)nc3c2Cc2cc(Cl)ccc2O3)c1 | 7% | x | x | 14 | x | x | 33%[activator]
COCCCNC(=O)c1ccc2oc(-c3ccncc3)nc2c1 | 11%[87.6 µM] | x | -22%[138 µM] | 8 | -23%[172 µM] | i | -5%[87.6 µM]
O=C(CC1C(=O)OCCN1Cc1ccccc1)Nc1cccc(C(F)(F)F)c1 (stereo not drawn) | -28% | x | x | 3 | x | x | u
O=C1CCCN1CC1CCCN(Cc2cc(F)ccc2-n2cccn2)C1 (stereo not drawn) | 4% | 10% | -16% | 15 | -24% | -6% | 1%
COc1ccc(-c2ccc(C(=O)N3CCN(C(=O)Nc4ccccc4)CC3)cc2)nn1 | x | x | -20% | -15 | -18% | x | x
CN(C)c1ccc(C(=O)NCCCCCCC(=O)NO)cc1 | -36% | x | x | x | x | i | 5%
Cc1ccc(CNC(=O)CS(=O)(=O)Cc2nc(-c3ccccc3C)oc2C)cc1 | 7% | x | x | 12 | x | x | -28%
COc1ccccc1-c1ccc(C(=O)N2CCC(NC(=O)Nc3ccccc3)CC2)cc1 | 1%[12.5 µM] | x | u | -2 | 40µM* | -11% | -13%
COc1cccc(S(=O)(=O)N2CCC(c3noc(-c4cnccn4)n3)C2)c1 (stereo not drawn) | -4% | 5% | u | -10 | 5% | 1% | 3%
COc1ccc(C(=O)N[C@@H]2CCC[C@@H]2C(=O)NCc2ccccn2)cc1 | -6% | 3% | -9% | 5 | 0% | i | -5%
O=C(CCc1ccccc1)NCC(=O)N1CCCCCNC(=O)CC1c1ccccc1 (stereo not drawn) | -4% | 1% | -1% | 11 | 3% | 0% | -6%
CCOC(=O)C1CCN(CC(=O)Nc2cc(C)c3c(=O)oc4ccccc4c3n2)CC1 | 19% | x | x | -2 | x | x | 41%[activator]
CSc1ccc(CNC(=O)CCn2ccc3cc(S(=O)(=O)N4CCCC4)ccc32)cc1 | 5% | x | x | 22 | x | x | -21%
O=C(Cc1ccccc1)Nc1cc(-c2ccncc2)nn1-c1ccccc1 | -13% | x | -29% | 3 | u | i | 13%
COc1ccc(-c2nsc(NC(=O)c3oc4cc(C)c(C)cc4c3C)n2)cc1 | 1% | x | x | 13 | x | x | u
Cc1cc(C)c2nc(N3CCCC(C(=O)NCc4ccccc4F)C3)sc2c1 (stereo not drawn) | 7% | x | x | -13 | x | x | 165%[activator]
O=C(Nc1cccc(C(F)(F)F)c1)N1CCCC(Cn2cnc3cccnc32)C1 (stereo not drawn) | -5% | 2% | -19% | 0 | u | i | -19%
COc1ccc(N2CCN(C(=O)NCc3noc4ccccc34)CC2)cc1 | 1% | x | x | -9 | x | x | 22%
O=C(Cc1ccccc1)NCC1CCCCC(=O)N1 (stereo not drawn) | 12% | -5% | i | -5 | i | i | u
COC(=O)[C@@H]1CC2=CC(=O)CC[C@]2(C)[C@@]23O[C@@H]2C[C@@]2(C)[C@H](CC[C@@]24CCC(=O)O4)[C@@H]13 | -5% | x | x | x | x | -4% | -13%
CCS(=O)(=O)N1CCC2(CCC(=O)N(CC3CC3)CC2)CC1 | 4% | -2% | 2% | -2 | -4% | i | -2%
COc1ccc(CCC(=O)N2CC[C@H](CO)[C@H](NC(=O)C3CC3)C2)cc1 | -4%[12.5 µM] | u | -6% | 6 | 0% | -10% | 87%[activator]
COc1ncc(CN2CCc3c(n(Cc4cccnc4)n(-c4ccccc4)c3=O)C2)cn1 | 7%[87.6 µM] | -13%[172 µM] | u | 30 | -22%[172 µM] | -7%[88.5 µM] | 34%[activator][87.6 µM]

An excerpt (hit frequency here may not be typical).
